# ASM inhibitor: inhibitors of human secretory acid sphingomyelinase; placental ASM, HMU-PC fluorogenic substrate, 60 min; AID 504937; P17405; Potency, µM (highest dose often 57.5 µM), without a hit: at the highest dose activity change, negative = inhibition, actives largely listed as inhibitors; hit rate 0.006% among 340,000; also: potency is read from the fitted curve at half-maximal effect
#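 qHTS format. ASM enzyme prepared from human placenta hydrolyses the fluorogenic substrate HMU-PC0 (9 uM final) over 60 min at 37 °C after a 10 min compound preincubation.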
# PKM2 activator: activators of human pyruvate kinase M2 | AID 1631 | purified PKM2, Kinase-Glo ATP luminescence, activation; response scale: 0% is enzyme alone, no compound | P14618 | Potency, µM (highest dose often 57.5 µM), for the others: top-dose activation, usual class: activators | hit rate 0.34% among 260,000; also: potency is read from the fitted curve at half-maximal effect; % is scaled to controls: 0 for no effect and ±100 for the full control effect; nearly all actives have a fitted effect of over 55% in size
# Target sequence (P14618 whole entry, looked up): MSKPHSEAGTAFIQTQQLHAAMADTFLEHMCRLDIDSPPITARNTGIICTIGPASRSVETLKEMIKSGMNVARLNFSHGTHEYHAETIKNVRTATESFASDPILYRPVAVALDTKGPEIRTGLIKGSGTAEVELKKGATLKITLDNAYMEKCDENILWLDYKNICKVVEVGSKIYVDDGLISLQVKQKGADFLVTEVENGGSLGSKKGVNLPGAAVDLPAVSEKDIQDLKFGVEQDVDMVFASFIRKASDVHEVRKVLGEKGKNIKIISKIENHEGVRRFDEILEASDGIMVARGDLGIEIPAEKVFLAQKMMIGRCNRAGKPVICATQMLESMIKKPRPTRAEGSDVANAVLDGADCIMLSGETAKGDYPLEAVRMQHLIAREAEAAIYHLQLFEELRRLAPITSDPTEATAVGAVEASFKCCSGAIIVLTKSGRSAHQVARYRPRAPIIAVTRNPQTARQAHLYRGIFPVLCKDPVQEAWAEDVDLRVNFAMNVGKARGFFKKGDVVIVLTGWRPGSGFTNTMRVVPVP
#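 hPK-M2, >95% pure; 0.1 mM ADP / 0.5 mM PEP final; imidazole pH7.2 buffer w/ 7 mM MgCl2, 50 mM KCl; 1 h RT; Kinase-Glo lum. Intermediate enzyme activity for dual inhibitor/activator qHTS.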
# GALK inhibitor: blocks human galactokinase activity | P51570 | Purified GALK, Kinase-Glo residual ATP luminescence | Potency, µM (doses to about 57.5 µM), for inactives: top-dose activity change, negative = inhibition, most hits filed as inhibitors | hit rate 0.007% among 270,000 | AID 1868; also: potency is read from the fitted curve at half-maximal effect; % is scaled to controls: 0 for no effect and ±100 for the full control effect
# Target sequence (P51570 whole entry, looked up): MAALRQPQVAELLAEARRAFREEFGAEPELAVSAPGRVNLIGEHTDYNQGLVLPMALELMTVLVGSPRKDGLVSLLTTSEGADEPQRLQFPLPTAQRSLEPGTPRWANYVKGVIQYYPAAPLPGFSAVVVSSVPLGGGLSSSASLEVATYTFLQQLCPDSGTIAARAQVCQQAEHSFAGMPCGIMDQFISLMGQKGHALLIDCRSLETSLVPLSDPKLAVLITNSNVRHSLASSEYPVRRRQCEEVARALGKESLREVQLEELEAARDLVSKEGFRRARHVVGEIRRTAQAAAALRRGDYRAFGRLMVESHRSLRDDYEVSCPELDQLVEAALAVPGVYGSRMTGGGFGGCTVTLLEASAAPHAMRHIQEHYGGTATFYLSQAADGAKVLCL
#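 Luminescence from leftover ATP (Ultra-Glo luciferase/luciferin) served as read-out after a 1 h room-temperature reaction of 5 nM GALK with 35 uM ATP and 100 uM galactose.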
# FBPA coupling cs: coupling enzyme interference in Giardia aldolase counter-screen | activity change, negative = inhibition, % at 58.2 µM, hits read low | coupling enzyme system counterscreen, AmpLite Red fluorescence | AID 2472 | hit rate 0.67% among 290,000; in the data active = activity change below about -30%; also: % is scaled to controls: 0 for no effect and ±100 for the full control effect
#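 First, compound is pin-transferred into glyceraldehyde-3-phosphate coupling-enzyme reagent at 57.5 uM final and held 10 min at RT. Next, substrate, coupling system and AmpLite Red are added. After 20 min RT, fluorescence (525/598 nm) is read.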
# Tb PFK block: inhibitors of T. brucei phosphofructokinase | O15648 | Potency, µM (doses to about 57.5 µM), for inactives: top-dose activity, negative = inhibition, most hits filed as inhibitors | T. brucei PFK, ADP-Glo luminescence | hit rate 0.17% among 330,000;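 also: potency is read from the fitted curve at half-maximal effect; 0% = uninhibited 1x PFK enzyme wells and -100% = no-enzyme wells; nearly all actives have a fitted effect of over 60% in size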
#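 Luminescent ADP detection (ADP-Glo, two-step: ATP depletion then ADP-to-ATP conversion for luciferase) reported PFK activity after 45 min room-temperature reaction of 1.25 nM enzyme with 0.5 mM F6P and 0.1 mM ATP at pH 8.0.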
# Menin-MLL TR inh: menin-MLL binding inhibition, Texas Red mutant peptide. O00255. AID 1768. Menin + Texas Red MLL mutant peptide, fluorescence polarization. hit rate 0.23% among 270,000. Potency, µM (doses to about 61.6 µM), inactives show at the top dose FP activity change, negative = inhibition, usual class: inhibitors; active = well fitted inhibition curve with a large enough effect in the polarisation, with a control signal flat, not every such curve was filed as active; inconclusive = small, poorly fitted or top-dose-only effect, or effect the other way, or a change in a side signal; inactive = no such curve, though single readings can be large or run the other way; the % refers to the polarisation; also: potency is read from the fitted curve at half-maximal effect; % of control where 0% means no effect; many of its hits are not listed in these tables
# BCR signal inh: chronic active BCR signaling inhibition; ABC-DLBCL IkBa-CBG/CBR reporter, luminescence ratio, 4 h; hit rate 0.05% among 340,000; AID 493014; Potency, µM (highest dose often 46.1 µM), without a hit: top-dose ratio change, negative = lower green/red ratio, most hits filed as inhibitors; active = well fitted inhibition curve with a large enough effect in the signal ratio, with a control signal flat, not every such curve was filed as active; inconclusive = small, poorly fitted or top-dose-only effect, or effect the other way, or a change in a side signal; the % refers to the signal ratio;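 also: potency is read from the fitted curve at half-maximal effect; plate controls were basal doxycycline-induced cells for no effect and cells given 10 µM MG132 for full effect; MG132 reads +100%, hits lower the ratio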
#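 TMD8 ABC-DLBCL cells carrying doxycycline-inducible green luciferase fused to IkappaBalpha plus unfused red luciferase were exposed to compounds (up to 46 uM) for 4 hrs at 37C. Activity came from the overlap-corrected green/red luminescence ratio.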
# B2AR arrestin: beta2AR (human) beta-arrestin recruitment activity. hit rate 0.02% among 330,000. Potency, µM (series often up to 46.1 µM), inactives show top-dose activation, actives largely listed as activators. P07550. AID 492947. beta-arrestin recruitment to beta2AR, cell-based reporter;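 also: potency is read from the fitted curve at half-maximal effect; 0% = DMSO controls and full agonism = EC100 isoproterenol or metaproterenol; nearly all actives have a fitted effect of over 65% in size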
# Integrin act MD: activators of alpha7 integrin expression for muscular dystrophy. alpha7betagal myoblasts, beta-gal FDG fluorescence, 48 h. Potency, µM (top dose mostly 38.3 µM), inactives show at the highest dose activation, actives largely listed as activators. hit rate 0.064% among 350,000. AID 624291;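 also: potency is read from the fitted curve at half-maximal effect; 100% = response of the positive control SU9516; nearly all actives have a fitted effect of over 60% in size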
#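 alpha7betagal+/- myoblasts (passage 13, 250/well) treated 48 h at 37C with compounds at 1:260 dilution of DMSO stock. Lysed, then beta-galactosidase activity read as FDG fluorescence (ex 480/em 540) after 30 min, with pre-read for autofluorescence.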
# Giardia kill: Giardia lamblia killing | Giardia lamblia trophozoite viability | activity change, % at 7.66 µM, hits read low | hit rate 0.15% among 340,000; in the data active = activity change below about -80%; inconclusive = between about -30% and that limit;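 also: parasites exposed to compound for two days anaerobically before the ATP read; % is scaled to controls: 0 for no effect and ±100 for the full control effect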
#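 Giardia lamblia trophozoites (100 cells/well) were incubated with compounds for 48 h at 37 deg C under anaerobic conditions. Viability was read as ATP content by one-step luminescence after 15-30 min at room temperature.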
# TSG101-PTAP inh: blocks PTAP/TSG101 interaction to inhibit HIV-1 budding; 340,000 tested, under 10 active; Q99816; Potency, µM (doses to about 115 µM), inactives show at the highest dose activity change, negative = inhibition, usual class: inhibitors; Fluorescence polarization, FITC-PTAP peptide / Tsg101 binding; active = well fitted inhibition curve with a large enough effect in the main read-out, with a control signal flat, not every such curve was filed as active; inconclusive = small, poorly fitted or top-dose-only effect, or effect the other way, or a change in a side signal; inactive = no such curve, though single readings can be large or run the other way; also: potency is read from the fitted curve at half-maximal effect; % of control where 0% means no effect
#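 Steps: Tsg101 binding domain dispensed (10 uM final), compounds pinned in DMSO, FITC-labeled PTAP-motif peptide added (50 nM final); after 20 min binding at room temperature, polarization measured.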
# Active calls of the source: *; ? = inconclusive; . = no result given; [ ] = another dose, or the depositor's remark. Unless noted, calls follow the shape of the dose curve; as a rule, active = well fitted curve in the direction sought with a large enough effect; inconclusive = small, poorly fitted or top-dose-only effect, or another doubt; inactive = no such curve, though single readings can be large; an effect the other way counts as inactive or inconclusive. These rows are one share of the data; count on the stated rates, not on these rows.
SMILES,ASM inhibitor,PKM2 activator,GALK inhibitor,FBPA coupling cs,Tb PFK block,Menin-MLL TR inh,BCR signal inh,B2AR arrestin,Integrin act MD,Giardia kill,TSG101-PTAP inh
CCN1CC=C2C(C1)C(c1ccc(Cl)s1)C(C#N)=C(N)C2(C#N)C#N (centres undefined),.,3%,8%,-16,-1%,-14%,3%,-0.2%,8%,2,-16%
NC(=O)C1CCN(CCS(=O)(=O)c2ccc(Cl)cc2)CC1,-1%,0%,.,-2,-4%,.,-10%,-0.2%,-56%[inhibitor],-4,-6%
CC(C)(C)c1ccc(C(=S)N2CCN(c3ccccc3)CC2)cc1,-7%,0%,-1%,0,-2%,.,8%,-0.1%,-18%,-14,-1%
Cc1cc(NC(=O)COC(=O)COc2ccc3c4c(c(=O)oc3c2)CCC4)no1,4%,0%,1%,2,-11%,6%,0%,0.0%,10%,-2,0%
Cc1ccnn1-c1ccc(C(=O)NCc2ccccc2CN2CCOCC2)cc1,2%,.,.,.,0%,.,?,-0.2%,8%,-18,-6%
Cc1c(NC(=O)COc2c(F)c(F)c(F)c(F)c2F)c(=O)n(-c2ccccc2)n1C,-3%,-1%,2%,2,3%,0%,3%,-0.5%,-9%,9,-7%
Cc1cccc(NC(=O)Nc2cccnc2)c1C,3%,-4%,-3%,.,-2%,.,-18%,0.1%,?,8,0%
Oc1ccccc1N1CCN(c2ncnc3sc(-c4ccccc4)cc23)CC1,-6%,?,1%,-10,20%,.,?,-0.1%,-32%,8,-2%
O=C(O)c1cccc2c1C(=O)c1ccc(-c3ccc(F)cc3F)cc1S2(=O)=O,20%,.,.,.,10%,.,14%,0.1%,19%,-25,-5%
O=[N+]([O-])c1ccc(NC2CCCC2)cc1,-10%,4%,0%,0,-4%,0%,?,-0.3%,-14%,1,-1%
CC12CCC(C(=O)Nc3ccccc3)(C/C1=N\O)C2(C)C (centres undefined),0%,-13%,1%,0,1%,-4%,?,-0.1%,4%,8,-3%
Cc1ccc(CN2CCN(Cc3nc(C(C)C)cs3)CC2CCO)cc1 (centres undefined),11%,1%,-1%,1,-3%,?,-14%,-1.0%,-11%,-7,-4%
Cc1cc(Cl)ccc1OCC(=O)NNC(=O)C1CCCO1 (centres undefined),2%,-3%,-1%,-1,-2%,-21%,1%,0.3%,7%,3,-7%
COc1cccc(-c2nc3ccccc3c(=O)o2)c1,-2%,-3%,0%,1,4%,9%,?,0.1%,-24%[7.66 µM],2,-2%
O=C(COc1ccc(Cl)cc1)N/N=C/CCc1ccccc1,4%,0%,0%,1,?,-12%,?,0.4%,-10%,-6,-5%
COCCCNC(=O)c1cccc(NC(=O)c2ccccc2)c1,2%,5%,0%,0,-4%,4%,-9%,0.3%,-6%,-8,-1%
CC1C2C(C)N(C)C(=O)N(C)C2N(C)C(=O)N1C (centres undefined),5%,10%,0%,2,19%,-14%,7%,0.1%,13%,-14,?
COc1ccc(C2CC(c3ccccc3)=NN2C(=O)CN2N=NC3C(=O)N(c4cccc(F)c4)C(=O)C32)cc1 (centres undefined),-8%,0%,1%,0,-3%,-25%,?,-0.2%,14%,2,26%
CC(C)N(C)C(=O)CCc1nnc(CCc2c[nH]c3ccccc23)o1,7%,3%,-1%,3,7%,-1%,1%,-0.2%,-16%,5,-2%
COc1ccc(C(=O)N2CCN=C2SC)cc1OC,4%,8%,0%,2,5%,0%,-3%,-0.1%,10%,-7,-3%
Nn1c(SCC(=O)Nc2ccc(OC(F)F)cc2)nnc1-c1ccco1,2%,.,.,.,-7%,.,-9%,-0.3%,18%,-3,-4%
O=C(/C=C/c1ccco1)Nc1cccc(S(=O)(=O)N2CCOCC2)c1,0%,-1%,0%,0,-1%,2%,?,0.1%,-26%,-10,2%
COc1ccc(C2(C(=O)Nc3ccccc3)CCOCC2)cc1,4%,1%,1%,2,-1%,2%,1%,-0.9%,-2%,0,-2%
CCOc1ccc(NC(=O)CCC(=O)NNC(=O)COc2ccc(C)cc2)cc1,-1%,1%,-4%,3,0%,-15%,4%,-0.2%,20%,17,0%
NC(=O)CN1C(=O)NC2(CCCc3ccccc32)C1=O (centres undefined),3%,5%,0%,.,0%,.,-1%,-0.3%,-16%,5,-6%

# More compounds:
SMILES,ASM inhibitor,PKM2 activator,GALK inhibitor,FBPA coupling cs,Tb PFK block,Menin-MLL TR inh,BCR signal inh,B2AR arrestin,Integrin act MD,Giardia kill,TSG101-PTAP inh
O=C1C(c2c(O)[nH]c3ccccc23)=Nc2ccccc21,-3%,-12%,12%,2,-1%,?,?,-1.0%,.,-12,-3%
CC1CN(S(=O)(=O)c2ccc(C(=O)N3c4ccccc4CC3C)cc2)CC(C)O1 (centres undefined),1%,.,.,.,0%,.,1%,-0.2%,1%,4,-1%
Cc1cc(C)n2nc(SCC(=O)N(C)C3CCCCC3)nc2n1,.,.,.,.,-6%,.,3%,-0.2%,0%,-11,-5%
CCCOC1CCCN(C(=O)c2cc(COc3cncc(Cl)c3)on2)C1 (centres undefined),3%,0%,2%,3,0%,-5%,3%,0.1%,0%,5,-6%
CCC(C)Nc1nc(N)c([N+](=O)[O-])c(NCCO)n1 (centres undefined),-3%,4%,-2%,1,0%,.,?,-0.9%,1%,-15,-3%
Cc1c[nH]c2cccc(OCC(CNC(C)(C)C)OC(=O)c3ccccc3)c12 (centres undefined),-7%,.,.,-2,-4%,?,?,8.9%,9%,-4,0%
O=C(CCCNC(=O)c1ccc(Cl)cc1)Nc1ncccc1O,0%,-1%,-3%,.,1%,.,-1%,0.7%,39%,-6,-1%
CCOC(=O)c1sc2ncn(/N=C/c3ccc(O)c(OC)c3)c(=O)c2c1C,-3%,-3%,6%,1,0%,?,0%,-0.1%,3%,7,-7%
COc1ccc(C2=NN(C(C)=O)CC2c2cccc([N+](=O)[O-])c2)cc1 (centres undefined),-7%,.,-3%,0,0%,-4%,0%,0.0%,6%,-5,-6%
COc1ccc(CN(C)C2c3ccccc3-c3ccccc32)cc1,0%,-7%,1%,-1,-4%,14%,4%,-0.3%,0%,10,1%
Cc1cccc(-c2noc(-c3ccoc3C)n2)c1,-2%,-17%,8%,0,0%,22%,?,0.0%,-2%,10,0%
COc1ccccc1-c1ccc(/C=C2\C=CC(=O)O2)o1,68%,7%,-3%,3,-16%,.,1%,3.6%,1%,-3,?
Cc1onc(C(=O)Nc2cccnc2Cl)c1[N+](=O)[O-],6%,-12%,4%,-2,2%,17%,0%,0.2%,10%,-25,0%
O=C(Nc1cccc(Br)c1)c1cc(S(=O)(=O)N2CCOCC2)cs1,-12%,-3%,7%,.,-4%,.,?,0.0%,6%,2,-1%
OCCC1CN(Cc2ccc3c(c2)CCO3)CCN1C1CCCC1 (centres undefined),1%,6%,5%,-7,-3%,-20%,-2%,0.1%,-38%,14,-1%
O=C(c1ccco1)N1CCN(c2ccc([N+](=O)[O-])cc2Cl)CC1,-5%,3%,7%,0,0%,.,-10%,-0.1%,15%,16,-5%
COC(=O)C1C2CCC(C2)C1C(=O)OCC(=O)c1ccccc1 (centres undefined),-1%,-7%,.,6,-6%,0%,4%,0.4%,-4%,6,59%[activator]
C=CCN(C(=O)CCC(=O)Nc1cc(C)on1)C(C(=O)NC(C)(C)C)c1ccc(OC)cc1 (centres undefined),2%,0%,-4%,0,1%,0%,8%,0.4%,-215%[inhibitor],-13,-1%
COc1ccc(N2CCn3c2nc2c3c(=O)n(CCCc3ccccc3)c(=O)n2C)cc1,.,-3%,3%,-1,1%,-9%,3%,0.2%,.,.,.
COc1ccccc1N(C(=O)NCc1ccccc1)C1=NCC(C)S1 (centres undefined),0%,-1%,1%,3,4%,-4%,-13%,-1.1%,-6%,-19,-4%
Cn1c(SCC(O)c2ccccc2)nnc1-c1ccc2ccccc2c1 (centres undefined),1%,-2%,4%,2,0%,.,-5%,-0.8%,0%,-12,-5%
O=c1[nH]c2cc3c(cc2cc1C(c1nnnn1C1CCCC1)N1CCSCC1)OCCO3 (centres undefined),116%[activator],-5%,5%,2,0%,-2%,0%,-0.1%,1%,-21,0%
O=C(/C=C/c1ccc(Cl)cc1)Nc1ccc(N2CCOCC2)cc1,-2%,-9%,0%,4,0%,-2%,8%,0.0%,24%,-21,0%

# High-throughput results as filed in PubChem.
